Sm TGR block: inhibitors of Schistosoma mansoni thioredoxin glutathione reductase | Q962Y6 | purified TGR, DTNB reduction, TNB absorbance 405 nm | Potency, µM (series often up to 114 µM), for inactives: top-dose activity change, negative = inhibition, most hits filed as inhibitors | actives 3% (n = 360,000) | AID 485364; further: potency means the concentration at half of the fitted maximal effect; nearly all actives have a fitted effect of over 60% in size
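First, TGR (20 nM dispensed) and NADPH were mixed with compound. Second, a 15 min room-temperature incubation followed. Third, further NADPH and then DTNB were added to start the reaction. Finally, TNB absorbance was monitored kinetically.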
Tb PYK inh: inhibitors of Trypanosoma brucei pyruvate kinase | TbPYK enzyme, Kinase-Glo Plus ATP luminescence, 45 min | AID 624173 | Q57TT1 | actives 0.12% (n = 410,000) | Potency, µM (series often up to 76.8 µM), for inactives: at the highest dose activity, negative = inhibition, usual class: inhibitors; further: potency means the concentration at half of the fitted maximal effect; nearly all actives have a fitted effect of over 50% in size
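Screened from lowest to highest concentration, compounds were pinned into TbPYK/substrate mixtures, and ADP (130 uM final) was added. Plates sat at room temperature for 45 min prior to Kinase-Glo Plus detection by luminescence.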
AMA1 RON2 block: AMA1-RON2 (P. falciparum) interaction inhibition. AlphaScreen AMA1-biotinylated RON2 peptide binding. Potency, µM (titrated, usually from 58.2 µM), for the others: at the top dose activity change, negative = inhibition, usual class: inhibitors. actives 0.2% (n = 360,000). AID 720542;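 further: potency means the concentration at half of the fitted maximal effect; 0% = vehicle wells and -100% = peptide control; nearly all actives have a fitted effect of over 45% in size; some results filed as inactive show a strong effect at the top dose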
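AMA1 (3D7) with his tag at 25 nM final met compounds first, then biotinylated RON2 peptide at 25 nM; detection used donor plus acceptor beads, 10 µg/mL apiece, read by AlphaScreen after 30 min at room temperature.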
HCMV inh: human cytomegalovirus inhibition. actives 4.5% (n = 410,000). HFF cells, HCMV-luciferase reporter, 72 h; hits give low values. activity change, negative = inhibition, % at 57.5 µM. AID 1259415; in the data active means activity change below about -60%; inconclusive means no clear call, values can overlap the other calls; inactive means above about -39%
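Steps: HFFs plated, 16 h 37C; compounds added; HCMV-luciferase added to MOI 1 PFU/cell; 72 h 37C; OneGlo reagent, 5 min room temperature; luminescence read, normalized to controls.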
LmPK inh: inhibitors of Leishmania mexicana pyruvate kinase; Q27686; purified LmPK, Kinase-Glo ATP luminescence, 1 h; Potency, µM (series often up to 57.5 µM), without a hit: at the highest dose activity change, negative = inhibition, actives largely listed as inhibitors; actives 0.37% (n = 290,000); AID 1721; further: potency means the concentration at half of the fitted maximal effect
Target sequence (Q27686 whole entry, looked up): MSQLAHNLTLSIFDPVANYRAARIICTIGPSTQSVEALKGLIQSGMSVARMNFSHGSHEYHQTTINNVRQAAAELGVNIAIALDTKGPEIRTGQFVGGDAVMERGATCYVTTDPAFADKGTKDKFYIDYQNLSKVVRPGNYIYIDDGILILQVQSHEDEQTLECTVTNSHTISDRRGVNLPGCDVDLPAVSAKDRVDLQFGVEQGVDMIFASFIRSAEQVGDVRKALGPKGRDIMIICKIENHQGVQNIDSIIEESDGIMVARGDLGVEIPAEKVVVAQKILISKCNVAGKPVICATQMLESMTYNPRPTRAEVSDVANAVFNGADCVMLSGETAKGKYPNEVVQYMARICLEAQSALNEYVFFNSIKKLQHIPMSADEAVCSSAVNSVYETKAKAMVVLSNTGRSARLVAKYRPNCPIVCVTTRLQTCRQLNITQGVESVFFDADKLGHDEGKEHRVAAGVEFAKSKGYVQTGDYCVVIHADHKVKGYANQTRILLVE
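Pyruvate kinase activity monitored as ATP production (luciferase luminescence). Conditions: 0.1 nM enzyme, 0.5 mM PEP, 0.1 mM ADP, 1 h, RT; normalized against uninhibited and no-enzyme wells.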
AmpC inh detg: inhibitors of E. coli AmpC beta-lactamase with detergent; P00811; AmpC hydrolysis of nitrocefin, absorbance 480 nm, 0.01% Triton; Potency, µM (series often up to 114 µM), without a hit: at the highest dose activity change, negative = inhibition, usual class: inhibitors; actives 0.041% (n = 370,000);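 further: potency means the concentration at half of the fitted maximal effect; 0% = no-compound wells and -100% = no-enzyme wells; nearly all actives have a fitted effect of over 25% in size; some results filed as inactive show a strong effect at the top dose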
Target sequence (P00811 whole entry, looked up): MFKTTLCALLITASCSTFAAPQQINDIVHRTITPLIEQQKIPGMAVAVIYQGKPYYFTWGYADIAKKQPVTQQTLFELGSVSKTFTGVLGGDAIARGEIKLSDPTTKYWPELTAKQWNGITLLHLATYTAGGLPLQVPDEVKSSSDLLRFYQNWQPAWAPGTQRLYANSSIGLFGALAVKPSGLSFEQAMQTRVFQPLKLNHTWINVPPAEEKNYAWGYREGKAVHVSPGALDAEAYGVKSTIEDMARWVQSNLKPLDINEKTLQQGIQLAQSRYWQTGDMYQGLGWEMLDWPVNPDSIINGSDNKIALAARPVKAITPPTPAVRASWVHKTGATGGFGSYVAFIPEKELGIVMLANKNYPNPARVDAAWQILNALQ
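AmpC (5.3 nM in the dispensed reagent) in 20 mM phosphate pH 7.0 with 0.01% (detergent screen) or 0.0001% Triton X-100 was preincubated with compounds for 15 min at room temperature. Nitrocefin was then added from an 800 uM solution, and hydrolysis was followed at 480 nm.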
AmpC inh no detg: inhibitors of E. coli AmpC beta-lactamase without detergent. P00811. AmpC nitrocefin hydrolysis, absorbance 480 nm, 0.0001% Triton. Potency, µM (top dose mostly 57.1 µM), for the others: at the top dose activity change, negative = inhibition, actives largely listed as inhibitors. actives 0.52% (n = 330,000);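 further: potency means the concentration at half of the fitted maximal effect; plate controls were no compound for no effect and no enzyme for full effect; nearly all actives have a fitted effect of over 20% in size; some results filed as inactive show a strong effect at the top dose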
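20 mM phosphate pH 7.0 + 0.01% (detergent screen) or 0.0001% Triton X-100; 5.3 nM AmpC reagent; cpd preinc 15 min RT; nitrocefin (800 uM stock) to start; A480 q20 s × 4 min; Activity was normalised to no-enzyme and no-compound control wells.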
* hit, by the source's call; u = inconclusive; x = not tested or not shown; [ ] = dose if it differs, or a comment. Unless noted, the call rests on the fitted dose curve; in most records, active means well fitted curve in the direction sought with a large enough effect; inconclusive means small, poorly fitted or top-dose-only effect, or another doubt; inactive means no such curve, though single readings can be large; an effect the other way counts as inactive or inconclusive. Unless noted, on the % scale 0 is the no-effect control and ±100 the full control effect.

Under each structure – Sm TGR block | Tb PYK inh | AMA1 RON2 block | HCMV inh | LmPK inh | AmpC inh detg | AmpC inh no detg
Cc1ccc(Nc2ncnc3sc(C)c(C)c23)cc1C
  1% | -17% | -1% | 35 | 3% | 0% | -8%
CCOc1ccccc1NC(=O)CSc1nnc(-c2cnccn2)n1C
  -26% | x | -12% | 29 | -6% | -6% | -1%
CCCc1cc(NCc2ccccn2)n2nc(C)c(-c3ccccc3)c2n1
  0% | 1% | 96%[activator] | -95* | -2% | -2% | 44%
O=C(NCCCN1CCOCC1)c1cccc(S(=O)(=O)Nc2ccccc2Cl)c1
  -1% | -2% | 8% | 1 | -4% | 0% | -3%
O=C1CSC(=Nc2ccccc2)N1
  6% | 1% | -18% | 20 | 0% | -7% | x
CCCCOc1ccc(/C=C/C(=O)OCC(=O)N2CC(=O)Nc3ccccc32)cc1OCC
  2% | -1% | -9% | 1 | -25% | -13% | 9%
COc1cccc(CNC(=O)CCNC(=O)c2ccc(Br)o2)c1
  -1% | -9% | -9% | 0 | 0% | -1% | -8%
COc1ccc(-c2cc(C(=O)N3CCN(C(c4ccccc4)c4ccccc4)CC3)no2)cc1
  0% | 1% | -8% | -14 | -5% | -6% | -6%
O=C(Nc1cccc(-c2nc3cccnc3s2)c1)c1cccc(Br)c1
  -33% | -20% | x | -67* | x | 19% | x
Cc1cc(C)cc(NC(=O)N2CCCCCCC2)c1
  6% | -2% | 2% | -32 | -3% | -3% | -15%
CCCCCNC(=O)c1cc(S(=O)(=O)N2CCCCC2)ccc1F
  7% | -1% | 0% | -105* | 4% | -13% | -15%
CC(=O)Nc1ccc(C(=O)Cn2nnc3ccccc3c2=O)cc1
  -23% | 1% | 3% | 75 | -4% | -11% | -11%
CCOc1ccc2c(c1)N(C(=O)CN1C(=O)CCC1=O)C(C)(C)C=C2C
  0% | 0% | 5% | 28 | 6% | u | 74%[activator]
O=C(Nc1ccc(S(=O)(=O)N2CCCCC2)cc1)c1ccc(CN2CCc3ccccc3C2)cc1
  -22% | 1% | -12% | -74* | 4% | 0% | -12%
C/C(=N\N=C(c1ccccc1)c1ccccc1)c1cccs1
  -23% | 9% | -9% | 28 | 4% | -5% | -15%
Cc1cccc(OCC(=O)NC2CCCCCC2)c1C
  0% | 1% | 1% | u | -4% | 2% | -15%
N#Cc1cc(-c2ccccc2)nc(N2CCNCC2)n1
  25% | 4% | 6% | 16 | 0% | -3% | -7%
COC(=O)c1c(NS(=O)(=O)c2ccc(C)cc2)sc2c1CCC(C)C2 (stereo not drawn)
  -28% | -9% | -7% | 29 | 8% | u | -20%
Cc1ccc(C)c(NC2=NS(=O)(=O)c3ccccc32)c1
  1% | 7% | -10% | u | -3% | u | -11%
Cc1ccc(C(=O)NCCCNC(=O)c2ccco2)cc1
  0% | 0% | 0% | -4 | 1% | -2% | -7%

Entries of single compounds, looked up by structure. Order of values: Sm TGR block | Tb PYK inh | AMA1 RON2 block | HCMV inh | LmPK inh | AmpC inh detg | AmpC inh no detg
`CC(=O)Nc1ccc(C(=O)Cn2nnc3ccccc3c2=O)cc1` is entered as -23% | 1% | 3% | 75 | -4% | -11% | -11%
`Cc1cccc(OCC(=O)NC2CCCCCC2)c1C` is entered as 0% | 1% | 1% | u | -4% | 2% | -15%
`Cc1ccc(C)c(NC2=NS(=O)(=O)c3ccccc32)c1` is entered as 1% | 7% | -10% | u | -3% | u | -11%

The listing continues:
Under each structure – Sm TGR block | Tb PYK inh | AMA1 RON2 block | HCMV inh | LmPK inh | AmpC inh detg | AmpC inh no detg
Cc1cccc(NC(=O)C2CCN(S(=O)(=O)c3ccc(F)cc3)CC2)c1C
  0% | -4% | x | 4 | x | 3% | x
O=C(COC(=O)c1cccs1)NCCc1ccc(F)cc1
  -3% | -7% | 12% | 13 | x | u | -14%
CCCCOCCCNC(=O)COc1ccccc1
  0% | 4% | 20% | -2 | 9% | 0% | 0%
CCC(C)[C@H](NC(=O)C1CCC(CNC(=O)[C@@H]2CCCN2C(=O)OC(C)(C)C)CC1)C(=O)O (stereo partly drawn)
  -25% | 3% | 3% | -2 | -1% | u | -2%
CCCCNC(=O)CSc1nc(CCC)nc2ccccc12
  0% | 0% | -2% | u | -2% | -8% | 6%
N[C@@H](Cc1c[nH]c2ccccc12)c1nnc(SCc2ccc(Cl)cc2)o1
  -30% | -6% | 35%[activator] | -1 | 2% | u | 71%[activator]
Cc1cc([N+](=O)[O-])ccc1N1C(=O)c2ccc(C(=O)Nc3ccccc3C(=O)O)cc2C1=O
  13% | -6% | -4% | 22 | -8% | 3% | -16%
O=C(CSc1nc2ccc(NC(=O)CSc3nnnn3Cc3ccccc3)cc2s1)Nc1ccccc1
  -2% | -6% | 8% | 19 | 1% | -10% | u
CCOc1cc(OCC)cc(C(=O)Nc2cccnc2)c1
  0% | -2% | 0% | -17 | 0% | u | -4%
Cc1ccc(C)c(NC(=O)CN(C)C(=O)Cc2ccc(Cl)cc2Cl)c1
  28% | -2% | 11% | -5 | -7% | 3% | 25%
O=C(Nc1ccccc1Cl)c1cc(C2CCCN(S(=O)(=O)c3cccs3)C2)on1 (stereo not drawn)
  x | -7% | -5% | 31 | x | x | x
CCOC(=O)C1=C(COC(=O)c2cccs2)NC(=O)NC1C (stereo not drawn)
  1% | -6% | 9% | -15 | x | -12% | -42%
Cc1cc(=O)n2[nH]c(NC(=O)c3cccc(Cl)c3)nc2n1
  -12% | -3% | x | -38 | x | 23% | x
N/C(=N\OC(=O)c1cccc([N+](=O)[O-])c1)c1cccnc1
  -12% | 2% | -21% | 80 | -5% | -12% | -15%
COC(=O)CC1=NC(=O)CS1
  0% | -23% | -6% | 11 | -2% | -14% | -13%
CC(C)(C)c1ccc(C(=O)NNc2ncnc3c2cnn3-c2ccccc2)cc1
  0% | -2% | x | -73* | x | -4% | x
O=C(OCC(=O)c1c[nH]c2ccccc12)c1cc(S(=O)(=O)N2CCOCC2)ccc1F
  -3% | -12% | 6% | 26 | x | 4% | -14%
O=C(OCC(=O)N1CCN(C(=O)c2ccco2)CC1)c1cc(-c2cccc(Br)c2)nc2ccccc12
  7% | 0% | -17% | 16 | 5% | -1% | 110%[activator]
Cc1cc(C(=O)Nc2ccon2)cs1
  -2% | -7% | 10% | 9 | -7% | u | -13%
O=C(COC(=O)c1ccc(F)cc1F)NCCNC(=O)COC(=O)c1ccc(F)cc1F
  6% | -2% | 10% | 24 | -8% | 3% | -9%
CCN(CC)S(=O)(=O)c1cc(C(=O)OC(C)C(=O)NCc2ccco2)ccc1C (stereo not drawn)
  -24% | 1% | -5% | 0 | x | -1% | 1%
O=C(Nc1ncc(Cc2cccc(Cl)c2Cl)s1)C1CCCO1 (stereo not drawn)
  -1%[57.1 µM] | -25% | 14% | 0 | -2% | -7% | 7%
CCc1ccc(N(CC(=O)Nc2ccccc2C(=O)N2CCCC2)S(C)(=O)=O)cc1
  2% | 0% | -3% | -6 | -8% | 2% | 20%
O=C(NCCc1ccc(Cl)cc1)c1nnc(Cc2ccc(Cl)cc2Cl)o1
  -5% | -1% | x | -2 | x | -1% | x
Cc1ccc(CNC(=O)CCCn2c(=O)[nH]c3ccccc3c2=O)cc1
  9% | 2% | -4% | 64 | -2% | 4% | -15%
Cc1ccc(NC(=O)c2ccccc2OCC(=O)Nc2ccccc2F)cc1S(=O)(=O)N(C)C
  0% | 6% | 0% | 0 | x | u | -21%
Cc1cc(C)n2c(SCC(C)C)nnc2n1
  1% | 16% | -7% | -40 | 6% | -6% | -14%
O=C(Cc1c(Cl)cccc1Cl)OCC(=O)c1ccc[nH]1
  x | -10% | -7% | -3 | x | x | x
CCCN1CCc2c(sc3nc(SCC)n(-c4ccc(OC)cc4)c(=O)c23)C1
  3% | 3% | -2% | x | 2% | 4% | 74%[activator]
CCOC(=O)C1=C(c2ccccc2)O/C(=C(\C(=O)OC)C(F)(F)F)S1
  -2% | 1% | 3% | -3 | -4% | 1% | -1%
CC(C)(C)c1ccc(OCCC(=O)OCC(=O)NC2CCS(=O)(=O)C2)cc1 (stereo not drawn)
  0% | 2% | 5% | 2 | x | -18% | 49%
CCOc1cccc(NC(=O)C2CC(=O)N(CC)C(=Nc3ccc(F)cc3)S2)c1 (stereo not drawn)
  0% | -6% | x | -1 | x | 2% | x
CCN1C(=O)S/C(=C/c2c(OCc3ccc(C(=O)O)cc3)ccc3ccccc23)C1=O
  0% | 2% | u | -25 | 2% | -8% | -16%
CCc1ccccc1NC(=O)COC(=O)c1cn(CC)c2nc(C)ccc2c1=O
  3% | -3% | x | 11 | x | -3% | x
COc1ccc([N+](=O)[O-])cc1N(CC(=O)N(C)C)S(C)(=O)=O
  13% | 0% | -4% | -14 | -5% | 3% | -19%
COc1cccc(-c2nn3c(-c4ccccn4)nnc3s2)c1
  2% | -11% | -6% | 8 | 2% | -16% | 14%
Cc1ccn2cc(C(=O)Nc3ccccc3N3CCOCC3)nc2c1
  6% | 4% | 9% | 17 | -2% | -8% | -19%
COC(=O)c1ccc(C2Nc3c(C)cccc3-c3cc(C)nn32)cc1 (stereo not drawn)
  -5% | 2% | x | -5 | x | 13% | x
CCN(CC)c1nc(SCCOC(=O)Nc2ccccc2)nc(N(CC)CC)n1
  -15% | 3% | 48%[activator] | 38 | -7% | -1% | -30%
COCCn1c(SCC(=O)NC(=O)NCc2ccccc2)nc2ccccc21
  -8% | -8% | -8% | -12 | 2% | 5% | 1%
Nc1nonc1N/N=C/c1c(O)ccc2ccccc12
  4% | -6% | 86%[activator] | -1 | -4% | -10% | -33%
Cc1cccc(Nc2ccncc2S(=O)(=O)NC(=O)NC(C)C)c1
  -8% | 7% | -4% | 23 | -7% | 2% | -8%
COc1cc([N+](=O)[O-])ccc1NC(=O)COC(=O)CCS(=O)(=O)c1ccc(C)cc1
  -5% | 1% | -1% | u | x | u | -20%
Cc1ccccc1NC(=O)Cn1cc(S(=O)(=O)c2ccccc2)c(=O)c2ccccc21
  -2% | 1% | x | -13 | x | -2% | x
COc1ccccc1NC(=O)c1cc([N+](=O)[O-])ccc1NCCN1C(=O)CCC1=O
  -2% | 3% | 2% | 13 | 2% | -6% | -4%
CN(CC(=O)Nc1cccc(F)c1)CC(=O)N1CCCCC1
  -3% | -3% | 76%[activator] | 4 | x | 7% | 3%
O=C(Nc1cc(C(F)(F)F)cc(C(F)(F)F)c1)O[C@@H]1c2ccccc2[C@@H]2Cc3csc[n+]3[C@H]12
  x | 0% | 56%[activator] | 9 | x | x | x

Screening results from PubChem.
